NRP1-CendR mod: modulators of CendR peptide binding to NRP-1, primary screen, biochemical, fluorescence polarization, uHTS; Neuropilin-1 (Homo sapiens), O14786; FAM-RPARPAR peptide binding to NRP-1; inhibition, % at 25 µM; actives 0.85% (n = 360,000); AID 602438, 2012;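 active means inhibition or corrected inhibition above about 18%, plus a signal ratio from 0.5 to 1.5, limit read from the data, passing the limit was not always enough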; further: strong numbers were not always called active
LMPTP block: LMPTP phosphatase inhibitors, primary screen, biochemical, fluorescence intensity, uHTS. Low molecular weight phosphotyrosine protein phosphatase (Homo sapiens), P24666. actives 0.22% (n = 360,000). inhibition, % at 20 µM. AID 651560, 2012. recombinant LMPTP-A, OMFP fluorogenic substrate;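 active means compounds that cut the enzyme signal by at least half of the control window in the single-dose screen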;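 further: plate controls were DMSO wells with enzyme plus substrate for no effect and substrate without enzyme for full effect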
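Test system – LMPTP-A enzyme · Amount – LMPTP-A at 0.625 nM final in the reaction · Buffer or medium – Bis-Tris pH 6.0, DTT, detergent · Reagent – OMFP 400 µM · Doses – single 20 µM dose · Schedule – reaction 50 min, room temperature, dark · Detection – fluorescence intensity of OMFP turnover product · Evaluation – percent inhibition versus substrate-only and uninhibited controls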
MsrA act: bovine MsrA enzyme activators, primary screen, biochemical, absorbance, HTS. purified bovine MsrA, absorbance read-out. AID 602163, 2012. activation, % at 10.6 µM. actives 0.3% (n = 360,000); in the data active means activation above about 7.5%;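 further: 0% = vehicle and 100% = reference activator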
SUMO1 PPI mod: modulators of SUMO1 protein-protein interactions, primary screen, biochemical, uHTS; Small ubiquitin-related modifier 1 (Homo sapiens), P63165; SUMO1 binding to a labelled peptide, TR-FRET, 1 h; inhibition, % at 20 µM; actives 0.33% (n = 360,000); in the data active means inhibition above about 37%
Target sequence (P63165 whole entry, looked up): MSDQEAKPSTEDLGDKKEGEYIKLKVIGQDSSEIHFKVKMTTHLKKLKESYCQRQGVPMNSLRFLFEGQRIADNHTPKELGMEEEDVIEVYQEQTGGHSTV
Scp-1 inhibitor: Scp-1 phosphatase inhibitors, primary screen, biochemical, colorimetric, uHTS. Carboxy-terminal domain RNA polymerase II polypeptide A small phosphatase 1 (Homo …. Recombinant Scp1, phosphopeptide, malachite green phosphate absorbance. inhibition, % at 20 µM. actives 0.88% (n = 340,000). AID 493091, 2011;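 active means inhibition above about 50% at 20 µM, limit read from the data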;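 further: plate controls were DMSO wells with enzyme for no effect and wells lacking enzyme for full effect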
Target sequence (Q9GZU7 76-261 limits assumed): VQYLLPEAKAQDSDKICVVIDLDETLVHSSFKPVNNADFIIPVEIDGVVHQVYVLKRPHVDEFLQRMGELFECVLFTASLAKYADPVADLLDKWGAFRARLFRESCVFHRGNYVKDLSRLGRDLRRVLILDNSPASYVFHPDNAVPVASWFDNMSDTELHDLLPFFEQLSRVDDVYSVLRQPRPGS
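Material: truncated SCP-1 phosphatase (76-261aa) / Buffer or medium: 50 mM Tris acetate pH 5.5, 0.005% Tween-20, 10 mM MgCl2 / Compound dosing: one concentration, 20 µM, with 1.0% DMSO / Incubation: 45 min room-temperature reaction, 5 min colour, 30 min stabiliser / Detection: colorimetric free-phosphate detection, absorbance 630 nm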
Tb MetRS inh: T. brucei MetRS inhibitors, primary screen, biochemical, luminescence | AID 624268, 2012 | actives 0.4% (n = 360,000) | inhibition, % at 11.9 µM | purified T. brucei MetRS, ATP depletion, Kinase-Glo luminescence | methionyl-tRNA synthetase (Trypanosoma brucei brucei);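 active means inhibition above a per-plate cutoff of the control wells' mean inhibition plus 3 SD, cut at about 5.5% in these data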;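 further: 0% = DMSO wells median and 100% = median of wells with control inhibitor compound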
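Test system – parasite MetRS enzyme · Reagent – substrates ATP, L-methionine and bulk Escherichia coli tRNA · Doses – 11.9 µM compound single dose, 0.9% DMSO · Times – 15 min enzyme-compound preincubation, 2 h reaction, 10 min detection, 25 °C · Signal – Kinase-Glo luminescence, ATP depletion format · Controls – DMSO-only wells as low control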
E coli Lon inh: inhibitors of E. coli Lon protease, primary screen, biochemical, fluorescence polarization; purified E. coli Lon protease; inhibition, % at 7.94 µM; actives 0.42% (n = 360,000); in the data active means inhibition above about 13%, passing the limit was not always enough;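 further: 0% = enzyme with probe and DMSO and 100% = no enzyme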
Target sequence (P0A9M0 whole entry, looked up): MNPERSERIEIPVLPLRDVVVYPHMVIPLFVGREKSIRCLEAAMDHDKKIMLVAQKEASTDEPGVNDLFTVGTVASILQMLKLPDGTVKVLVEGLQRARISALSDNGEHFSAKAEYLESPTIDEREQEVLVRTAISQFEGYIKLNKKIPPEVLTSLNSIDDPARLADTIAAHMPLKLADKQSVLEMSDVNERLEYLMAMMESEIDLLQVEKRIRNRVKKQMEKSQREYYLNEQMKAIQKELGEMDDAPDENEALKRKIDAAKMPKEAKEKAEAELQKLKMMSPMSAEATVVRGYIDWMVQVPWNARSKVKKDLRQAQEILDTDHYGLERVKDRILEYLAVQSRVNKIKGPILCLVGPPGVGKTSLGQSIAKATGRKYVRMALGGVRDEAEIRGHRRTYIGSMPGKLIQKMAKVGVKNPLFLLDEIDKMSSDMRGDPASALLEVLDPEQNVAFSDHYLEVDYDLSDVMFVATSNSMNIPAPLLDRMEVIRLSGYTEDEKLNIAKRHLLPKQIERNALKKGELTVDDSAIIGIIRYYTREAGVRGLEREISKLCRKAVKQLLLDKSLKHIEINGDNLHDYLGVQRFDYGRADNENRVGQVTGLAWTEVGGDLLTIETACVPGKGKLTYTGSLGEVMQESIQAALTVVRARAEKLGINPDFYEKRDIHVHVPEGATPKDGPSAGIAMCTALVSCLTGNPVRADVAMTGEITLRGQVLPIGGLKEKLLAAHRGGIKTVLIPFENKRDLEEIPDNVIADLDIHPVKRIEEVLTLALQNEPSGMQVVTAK
DNMT1 block: human DNMT1 methyltransferase inhibitors, primary screen, biochemical, molecular beacon, fluorescence, HinP1I cleavage, uHTS; DNA (cytosine-5)-methyltransferase 1 (Homo sapiens), P26358; inhibition (reported as % activation of signal), % at 10 µM; actives 0.83% (n = 360,000); in the data active means inhibition above about 50%
STEP block: STEP phosphatase inhibitors, primary screen, biochemical, fluorescence intensity, uHTS. Tyrosine-protein phosphatase non-receptor type 5 (Homo sapiens), P54829. recombinant STEP, OMFP fluorogenic substrate. inhibition, % at 20 µM. actives 0.25% (n = 360,000);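 active means inhibition at 20 µM, scaled per plate between control wells, above about 37%, limit read from the data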;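 further: 0% = DMSO with enzyme and substrate and 100% = substrate only without enzyme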
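System: STEP (striatal-enriched tyrosine phosphatase) enzyme, cell-free; medium: Bis-Tris pH 6.0 buffer with DTT, detergent; dosing: 20 µM, 1% DMSO; times: reaction 20 min, ambient temperature; detection: fluorescence, 480/540 nm; read-out basis: normalized % inhibition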
MsrA inh: bovine MsrA enzyme inhibitors, primary screen, biochemical, absorbance, HTS; Methionine sulfoxide reductase A (Bos taurus); purified bovine MsrA, absorbance read-out; inhibition, % at 15.5 µM; actives 0.75% (n = 360,000); in the data active means inhibition above about 4.5%;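 further: 0% = vehicle wells with enzyme and 100% = reference inhibitor wells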
The depositor's hits bear a star.

Screening CC(C)(C)NC(=O)CC(CC(=O)O)c1ccccc1 (stereo not drawn) returned NRP1-CendR mod -10.8, LMPTP block -1.3, MsrA act -9.8, SUMO1 PPI mod -1.3, Scp-1 inhibitor 0.4, Tb MetRS inh -0.1, E coli Lon inh -3.1, DNMT1 block -0.9, STEP block 0.1 and MsrA inh -0.4.
Cn1c(=O)c2c(nc(Sc3n[nH]c(N)n3)n2Cc2ccccc2Cl)n(C)c1=O was read as NRP1-CendR mod 2.3, LMPTP block 1.6, MsrA act -1.9, SUMO1 PPI mod 1.5, Scp-1 inhibitor -4.6, Tb MetRS inh -0.7, E coli Lon inh 8.6, DNMT1 block 2.8, STEP block 0.2 and MsrA inh 0.3.
`Cc1ccc(Cl)cc1NC(=O)CCC(=O)Nc1cc(Cl)ccc1C` gave NRP1-CendR mod -5.6, LMPTP block -1.6, MsrA act -1.6, SUMO1 PPI mod -1.6, Scp-1 inhibitor -7.8, Tb MetRS inh -0.3, E coli Lon inh -2.7, DNMT1 block 13.9, STEP block -1.0 and MsrA inh 0.5.
O=c1c2ccccc2nnn1CSc1ccccc1 was read as NRP1-CendR mod -3.3, LMPTP block -0.5, MsrA act -4.9, SUMO1 PPI mod -3.6, Scp-1 inhibitor -9.8, Tb MetRS inh 0.5, E coli Lon inh 0.4, DNMT1 block 2.3, STEP block 0.4 and MsrA inh 0.4.
`c1cn2c(-c3ccc(N4CCOCC4)cc3)cncc2n1` gave NRP1-CendR mod -7.3, LMPTP block 1.0, MsrA act -2.2, SUMO1 PPI mod -30.6, Tb MetRS inh -0.1, E coli Lon inh 0.6, DNMT1 block -0.4, STEP block 0.7 and MsrA inh 1.7.
Screening COC(=O)N/N=C/c1cc(Cl)c(OCc2ccccc2F)c(OC)c1 returned NRP1-CendR mod 3.9, LMPTP block 2.4, MsrA act -1.8, SUMO1 PPI mod -8.8, Scp-1 inhibitor -14.4, Tb MetRS inh -0.1, E coli Lon inh 6.7, DNMT1 block -1.5, STEP block -1.4 and MsrA inh -0.5.
Screening CCOC(=O)C1(CC2CCCCO2)CCN(C(=O)Nc2cccc(SC)c2)CC1 (stereo not drawn) returned NRP1-CendR mod 1.8, LMPTP block 0.5, MsrA act -0.9, SUMO1 PPI mod -3.2, Scp-1 inhibitor -8.0, Tb MetRS inh -0.7, E coli Lon inh -11.1, DNMT1 block -0.9, STEP block -0.8 and MsrA inh 1.5.
`C=CCSC1=C(C#N)C(c2ccccc2Cl)CC(=O)N1` (stereo not drawn) gave NRP1-CendR mod -17.5, LMPTP block 3.4, MsrA act -3.3, SUMO1 PPI mod -1.2, Scp-1 inhibitor -4.5, Tb MetRS inh 0.8, E coli Lon inh -2.5, DNMT1 block 1.3, STEP block -1.0 and MsrA inh 0.7.
`O=C(CCCN1C(=O)c2ccccc2C1=O)NCC1CCCO1` (stereo not drawn) gave NRP1-CendR mod 6.0, LMPTP block -1.5, MsrA act -8.3, SUMO1 PPI mod -2.6, Scp-1 inhibitor -7.0, Tb MetRS inh -0.5, E coli Lon inh -8.8, DNMT1 block 1.2, STEP block 1.6 and MsrA inh 1.0.
Screening CN(C)S(=O)(=O)Nc1ccccc1C(N)=O returned NRP1-CendR mod 8.6, LMPTP block -0.5, MsrA act -6.9, SUMO1 PPI mod -0.5, Scp-1 inhibitor 5.2, Tb MetRS inh -1.5, E coli Lon inh -7.8, DNMT1 block -3.4, STEP block 1.1 and MsrA inh -1.0.
`CCn1ccnc1CN(C)C(=O)c1cc(COc2ccc(-n3cncn3)cc2)on1` gave NRP1-CendR mod 6.1, LMPTP block -0.4, MsrA act 0.1, SUMO1 PPI mod -0.6, Scp-1 inhibitor -9.6, Tb MetRS inh 0.1, E coli Lon inh -8.0, DNMT1 block 0.1, STEP block -2.8 and MsrA inh 0.0.
Screening COc1ccccc1CCNC(=O)c1ccc(OC)c(OC2CCN(C(C)C)CC2)c1 returned NRP1-CendR mod -3.4, LMPTP block 0.0, MsrA act 1.1, SUMO1 PPI mod -3.8, Scp-1 inhibitor -2.4, Tb MetRS inh 0.1, E coli Lon inh -4.3, DNMT1 block 3.2, STEP block 2.8 and MsrA inh -0.5.
For CC(Sc1ncnc2sc(-c3ccccc3)cc12)C(=O)N1CCNC1=O (stereo not drawn) the results were NRP1-CendR mod -2.8, LMPTP block 1.4, MsrA act -4.0, SUMO1 PPI mod -14.8, Scp-1 inhibitor 0.7, Tb MetRS inh -0.3, E coli Lon inh -11.4, DNMT1 block -5.1, STEP block -1.5 and MsrA inh -0.1.
CN(C)C(=O)[C@@H]1C[C@H]1[C@@H](NC(=O)OCc1ccccc1)c1ccccc1 was read as NRP1-CendR mod -32.0, LMPTP block -0.7, MsrA act -13.1, SUMO1 PPI mod 3.2, Scp-1 inhibitor -0.2, Tb MetRS inh -0.6, E coli Lon inh 0.8, DNMT1 block -0.4, STEP block 0.0 and MsrA inh 0.5.
N#CC1=C(S)N=C(N)C(c2nc(-c3ccccc3)cs2)C12CCCCC2 (stereo not drawn) was read as NRP1-CendR mod -48.5, LMPTP block -1.1, MsrA act -2.8, SUMO1 PPI mod 3.2, Scp-1 inhibitor 3.2, Tb MetRS inh -0.3, E coli Lon inh -5.8, DNMT1 block -12.1, STEP block 0.4 and MsrA inh 0.3.
Cc1ccc(C(=O)OCC(=O)NCc2cccs2)c(C)c1 was read as NRP1-CendR mod 7.6, LMPTP block -0.4, MsrA act -8.0, SUMO1 PPI mod -0.7, Scp-1 inhibitor 0.7, Tb MetRS inh -1.6, E coli Lon inh -2.3, DNMT1 block 7.1, STEP block -0.7 and MsrA inh -0.7.
For Cc1ccc(Nc2nc(N)nc(CSc3nnnn3-c3ccccc3)n2)cc1 the results were NRP1-CendR mod 5.9, LMPTP block 2.6, MsrA act -2.7, SUMO1 PPI mod 2.4, Scp-1 inhibitor 45.8, Tb MetRS inh 0.1, E coli Lon inh -0.3, DNMT1 block 29.2, STEP block -1.2 and MsrA inh 0.1.
Screening COc1ccc(CN2C(=O)C(C)Nc3ncnc(N4CCOCC4)c32)cc1 (stereo not drawn) returned NRP1-CendR mod -9.9, LMPTP block -0.8, MsrA act -1.1, SUMO1 PPI mod 1.0, Scp-1 inhibitor -4.4, Tb MetRS inh -0.2, E coli Lon inh -1.0, DNMT1 block 1.7, STEP block -1.8 and MsrA inh -0.4.
Screening CC(C)C[C@H]1CN([C@@H](CC(C)C)CN2CCCC2CN2C(=S)NC[C@@H]2Cc2ccccc2)C(=S)N1CCc1ccccc1 (stereo partly drawn) returned NRP1-CendR mod 2.7, LMPTP block 3.2, MsrA act -4.4, SUMO1 PPI mod -2.0, Tb MetRS inh -0.1, E coli Lon inh -10.9 and MsrA inh -0.5.
Screening COCCN(C(=O)CSCc1ccc(C)cc1)c1c(N)n(CC(C)C)c(=O)[nH]c1=O returned NRP1-CendR mod -7.4, LMPTP block -1.3, MsrA act -3.5, SUMO1 PPI mod -4.1, Scp-1 inhibitor -12.7, Tb MetRS inh -0.3, E coli Lon inh 4.5, DNMT1 block 6.3, STEP block 3.6 and MsrA inh -0.5.
Screening Cc1ccsc1C(=O)OCC(=O)Nc1ccc(Cl)cc1C(F)(F)F returned NRP1-CendR mod 5.1, LMPTP block -1.3, MsrA act -1.7, SUMO1 PPI mod -2.9, Scp-1 inhibitor -6.6, Tb MetRS inh -0.9, E coli Lon inh 1.1, DNMT1 block -0.7, STEP block 0.0 and MsrA inh 0.2.
For Cc1nnc(SCC(=O)NC(=O)NC(C)(C)C)s1 the results were NRP1-CendR mod 2.8, LMPTP block -1.8, MsrA act -5.4, SUMO1 PPI mod -5.4, Scp-1 inhibitor 11.2, Tb MetRS inh -0.6, E coli Lon inh -9.6, DNMT1 block -1.4, STEP block -1.9 and MsrA inh 0.0.
O=C(O)c1cc(S(=O)(=O)N2CCOCC2)c[nH]1 was read as NRP1-CendR mod 6.3, LMPTP block -2.1, MsrA act -5.4, SUMO1 PPI mod 2.5, Scp-1 inhibitor -3.3, Tb MetRS inh -0.3, E coli Lon inh 9.4, DNMT1 block 0.7, STEP block -0.1 and MsrA inh -0.1.
For O=C(CCC(=O)Nc1ccccc1)NNC(=O)c1ccco1 the results were NRP1-CendR mod -1.3, LMPTP block -1.0, MsrA act -3.1, SUMO1 PPI mod 4.8, Scp-1 inhibitor -2.2, Tb MetRS inh 0.0, E coli Lon inh -0.7, DNMT1 block 3.9, STEP block -0.2 and MsrA inh 1.2.
`CCN(CC)S(=O)(=O)c1ccc(N2CCOCC2)c(NC(=O)c2ccccc2)c1` gave NRP1-CendR mod 2.6, LMPTP block 0.3, MsrA act -1.6, SUMO1 PPI mod 1.2, Scp-1 inhibitor -5.2, Tb MetRS inh 0.1, E coli Lon inh 3.2, DNMT1 block -1.7, STEP block -1.8 and MsrA inh -1.8.
Screening O=C(NCCc1cccc(F)c1)C1CCCN(c2nc3ccccc3s2)C1 (stereo not drawn) returned NRP1-CendR mod -9.3, LMPTP block 0.1, MsrA act -2.6, SUMO1 PPI mod 2.4, Scp-1 inhibitor -0.6, Tb MetRS inh 0.0, E coli Lon inh 5.8, DNMT1 block -0.5, STEP block -0.9 and MsrA inh -0.5.
O=C(Nc1cccc(S(=O)(=O)N2CCCCC2)c1)c1cncc(Br)c1 was read as NRP1-CendR mod 3.6, LMPTP block 1.1, MsrA act -8.3, SUMO1 PPI mod 5.0, Scp-1 inhibitor -5.0, Tb MetRS inh -0.6, E coli Lon inh -3.8, DNMT1 block -6.4, STEP block 0.9 and MsrA inh -0.4.
Screening Cc1ncc([N+](=O)[O-])n1CC(C)O (stereo not drawn) returned NRP1-CendR mod -10.2, LMPTP block -0.8, MsrA act 0.0, SUMO1 PPI mod -8.7, Scp-1 inhibitor -3.5, Tb MetRS inh -0.4, E coli Lon inh 2.8, DNMT1 block -2.5, STEP block -4.1 and MsrA inh 2.5.
